Source: PubChem BioAssay (Emory University Molecular Libraries Screening Center)
14-3-3 PPI: modulators of human 14-3-3 gamma - Raf peptide interaction; inhibition, % at 40 µM; FP, 14-3-3gamma / TMR-pS259-Raf peptide binding; 160,000 compounds, 0.19% hits; in the data active = inhibition above about 30%;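 also: 0% = protein plus tracer without compound and 100% = blank with tracer alone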
Target sequence (P61981 whole entry, looked up): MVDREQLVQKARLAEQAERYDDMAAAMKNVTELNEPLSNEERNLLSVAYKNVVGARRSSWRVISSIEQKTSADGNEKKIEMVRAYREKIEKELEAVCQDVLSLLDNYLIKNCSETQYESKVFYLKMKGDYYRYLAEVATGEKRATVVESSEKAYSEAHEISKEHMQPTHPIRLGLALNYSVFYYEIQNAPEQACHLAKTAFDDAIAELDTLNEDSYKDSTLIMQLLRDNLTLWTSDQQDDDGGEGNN
Starred values were filed as active, the others as inactive; & = joins results of further samples. Only part of the results is shown. The share of hits here may be higher or lower than overall.

14-3-3 PPI	compound
-4.7	COc1ccc(CCNC(=O)c2ccc3c(=O)n(CC4CCCO4)c(=S)[nH]c3c2)cc1OC (configuration not stated)
-6.0	CC1CCN(c2nc(-c3ccccc3)cc(C(F)(F)F)n2)CC1
-4.8	CC1=C(C(=O)N2CCN(C(=O)c3ccco3)CC2)C2(CCC(C)CC2)OC1=O (configuration not stated)
-13.5	CCc1c(C)c2ccc(OCC(=O)N3CCc4ccccc43)cc2oc1=O
-4.2	Cc1cc(NS(=O)(=O)c2ccc3c(c2)c(=O)n(C)c(=O)n3C)ccc1Br
-25.5	CCOC(=O)c1ccc(N=C2NC(=O)CS2)cc1
-2.4	COc1ccc(S(=O)(=O)N2CCN(c3c(C)cccc3C)CC2)cc1OC
-14.0	CSC1=NC(c2ccc(C)cc2)=NCN1c1ccc([N+](=O)[O-])cc1
-3.3	COc1ccc(OCCn2cnc3ccccc32)cc1
-11.2	COCCNC(=O)CCSCc1ccccc1F
-1.6	Cn1cccc1Cc1nnc(SCC(=O)NCc2ccco2)n1-c1ccc(F)cc1
8.1	Cn1c(=O)c2c(nc3n(Cc4ccccc4)c(C45CC6CC(CC(C6)C4)C5)cn23)n(C)c1=O
-6.3&-5.1	CCOc1ccc(N2C(N)=NC(N)=NC2(C)C)cc1
-1.3	COc1ccc(OC)c(S(=O)(=O)Nc2ccncc2)c1
-6.9	CCCn1c(=NC(=O)c2ccncc2)c(C(=O)OCC)cc2c(=O)n3ccccc3nc21
-10.1&11.5	CCCCN1CCc2c([nH]c3c(C)cccc23)C1=O
-7.0	Nc1c(C(=O)Nc2ccc(F)cc2)sc2nc3c(c(-c4ccco4)c12)CCCC3
-8.6	CC1=C(C(=O)OCc2ccccc2)C(c2ccc(N3CCOCC3)cc2)NC(=O)N1 (configuration not stated)
-4.9	CCOc1ccc(-c2nn(-c3ccccc3)cc2C2NC(=O)NC(C)=C2C(=O)OC)cc1[N+](=O)[O-] (configuration not stated)
1.1	COc1ccc(-c2nc(-c3cccc(C(F)(F)F)c3)no2)cc1OC
-0.6	Cc1ccc(S(=O)(=O)N2CCN(S(=O)(=O)c3ccc(C)cc3)C2)cc1
-6.8	CC(C)c1ccc(-c2nc3c([nH]2)c(=O)n(C)c(=O)n3C)cc1
0.2	O=[N+]([O-])c1nn(-c2ccccc2)n(O)c1=NCc1ccccc1Cl
3.0	COc1ccc(C(=O)Nc2c3c(nn2-c2ccc([N+](=O)[O-])cc2)CS(=O)(=O)C3)cc1OC
-14.0	CN1CCN(c2ncnc3scc(-c4ccc(-c5ccccc5)cc4)c23)CC1
-3.7	O=C1CN(C(=O)Cc2ccc(F)cc2)C(c2ccccc2)c2cc(F)ccc2N1 (configuration not stated)
-1.8	CN(C)S(=O)(=O)c1ccc(C(=O)N2CCN=C2SCc2ccc(C(F)(F)F)cc2)cc1
-3.1	COc1cc(C(=O)Nc2nc(-c3c(C)cc(C)cc3C)cs2)cc(OC)c1OC
-3.9	CN(C)CCNc1c2c(c(C#N)c3nc4ccccc4n13)CCCC2
-3.2	CCc1ccc2oc(=O)cc(CN3CCN(CCO)CC3)c2c1
-1.9	CS(=O)(=O)c1ccc(N2CCN(C3CC(=O)NC3=O)CC2)cc1 (configuration not stated)
0.4	Cn1c(=O)c2c(nc(N3CCCCC3)n2C)n(C)c1=O
-6.6	CCOc1ccc(-n2ccnc2SCC(=O)Nc2cccc(C)c2C)cc1
0.3	CC1CCCN(C2CCN(Cc3cccc(Cl)c3)CC2)C1 (configuration not stated)
1.1	CN1CCN(S(=O)(=O)c2ccc(-c3ccc(Cl)cc3)cc2)CC1
-6.5	Cc1c(N=Cc2cc([N+](=O)[O-])ccc2N2CCOCC2)c(=O)n(-c2ccccc2)n1C
-10.2	CCCCCCc1cc2cc(C(C)=O)c(=O)oc2cc1O
-7.0	Clc1cccc2sc(N3CCOCC3)nc12
6.4	O=C(Nc1nc2c(s1)CCCC2)c1ccc(S(=O)(=O)N2CCc3ccccc3C2)cc1
-7.3	CC1=NN(C(=O)c2ccncc2)C(C)(O)C1 (configuration not stated)
-3.3	CS(=O)(=O)N(C(=O)NC(=O)Nc1ccc(Cl)cc1)c1ccc(Cl)cc1
-7.8	NS(=O)(=O)c1ccc(CCNC(=O)c2cccn3c(=O)c4cc(Cl)ccc4nc23)cc1
2.2	CCOC(=O)C1CCN(c2c(N3CCN(Cc4ccccc4)CC3)c(=O)c2=O)CC1
-2.3	CC(=O)Nc1ccc(C(=O)CSc2nc(N)cc(=O)[nH]2)cc1
-15.6	COCCNC(=O)c1c[nH]c2ccc(S(=O)(=O)N(C)c3ccc(Br)cc3)cc2c1=O
-1.7	CN(C)c1ccc(C(=O)C(O)c2ccc(C(C)(C)C)cc2)cc1 (configuration not stated)
-10.1&-28.0	CCN(c1ccc2c(c1)OCO2)S(=O)(=O)c1cc(Br)cc2c1N(C(=O)C1CC1)CC2
-7.2	CCOC(=O)c1[nH]cnc1C(=O)Nc1ccc(OC)cc1
-149.2	Cc1cc(C=Nc2ccc(Br)cc2)c(O)c(Br)c1C
2.8	CNc1ccccc1P(=O)(O)O
-6.2	COc1cccc(NC(=O)CN(C)S(=O)(=O)c2ccc(C)cc2)c1
-0.9&-12.8	C1=C(c2cccc3ccccc23)N2CCN=C2S1
-5.5	CC(C)C(=O)N1c2ccccc2NC2=C(C(=O)CC(c3ccc(C(C)(C)C)cc3)C2)C1c1ccncc1 (configuration not stated)
-2.9	COC(=O)C1=CN(Cc2ccc(F)cc2)C=C(C(=O)OC)C1c1ccc(C)c([N+](=O)[O-])c1
-6.0	CCN(CC)CCn1c(=S)[nH]c2ccccc2c1=O
4.6	CC(C)CCOC(=O)c1ccc(N2C(=O)c3ccc(Br)cc3C2=O)cc1
4.0	O=c1cc(N2CCN(c3ccccc3)CC2)[nH]c(=O)n1-c1ccccc1Cl
0.2	COc1ccccc1N1CCN(C(=O)c2ccoc2C)CC1
-2.9	CCC1C(=O)OC(c2ccc(Cl)cc2)C(C)(C)C1=O (configuration not stated)
-7.6	CC1CCCN(C(=O)c2ccccc2NC(=O)c2ccc(Cl)cc2)C1 (configuration not stated)

Quoted at random: 4 records from the list
14-3-3 PPI	compound
-10.2	CCCCCCc1cc2cc(C(C)=O)c(=O)oc2cc1O
-1.7	CN(C)c1ccc(C(=O)C(O)c2ccc(C(C)(C)C)cc2)cc1 (configuration not stated)
0.2	COc1ccccc1N1CCN(C(=O)c2ccoc2C)CC1
1.1	CN1CCN(S(=O)(=O)c2ccc(-c3ccc(Cl)cc3)cc2)CC1

Remaining list, next part.
14-3-3 PPI	compound
-5.8	Fc1ccc(NCc2cccnc2)cc1
-2.7	COc1ccc(NC(=O)Nc2nnc(-c3ccncc3)s2)cc1
-103.8	O=C(O)c1cccc(Nc2ccc([N+](=O)[O-])c3nonc23)c1
-6.6	COc1ccc(C(=O)CC2(O)C(=O)Nc3ccc(Br)cc32)c(OC)c1 (configuration not stated)
2.5	CC(=O)Nc1ccn(-c2ccccc2)n1
2.0	O=C(Nc1ccc(Cl)cn1)c1cc(S(=O)(=O)N2CCCCC2)ccc1Cl
0.1	O=C(NC1CS(=O)(=O)CC1Cl)c1cccc(C(F)(F)F)c1 (configuration not stated)
-2.5	Fc1cccc(C2C=C(c3ccc(Cl)cc3)Nc3ncnn32)c1 (configuration not stated)
-6.0	COC(=O)C1=C(C(C)=O)C(c2ccc(C(=O)OC)cc2)n2nnnc2N1 (configuration not stated)
-2.1	Cc1ccc2c(c1)N(CC(=O)NC1CCCc3ccccc31)C(=O)CO2 (configuration not stated)
-10.3	CCOc1c2c(nc3ccc(Cl)cc13)CCC2
7.2	CCOc1ccc(OCC)c(NS(=O)(=O)c2ccc3c(c2)n(C)c(=O)c(=O)n3C)c1
-10.2	COc1ccccc1N1CCN(C(=O)CSc2nnc3n2C(C)(C)Cc2ccccc2-3)CC1
-7.6	CCN(CC)c1ccc(CN(C(=O)c2cc(OC)c(OC)c(OC)c2)C2CCS(=O)(=O)C2)cc1 (configuration not stated)
-63.8	O=C(CSc1oc(-c2cccs2)nc1S(=O)(=O)c1ccc(Cl)cc1)Nc1ccc(F)cc1
-2.0	COC(=O)C1=C(C)NC2=C(C(=O)CC(C)(C)C2)C1c1cc(OC)ccc1OC (configuration not stated)
0.0	Cc1ccc(CNC(=O)c2cccc(C(=O)NCc3ccc(C)cc3)c2)cc1
-4.6	Cc1nn(C)cc1CNC(=O)CCC(=O)O
-5.4	CCCOc1ccc(N2C(=O)CC(SCCN)C2=O)cc1 (configuration not stated)
-11.5	O=C(Nc1nccs1)c1ccc(S(=O)(=O)NCc2cccs2)cc1
1.0	O=C(Cn1c(=O)[nH]c2ccccc2c1=O)N1CCN(c2ccccc2)CC1
-5.4	Cc1cccc(Nc2nc3c(c(=O)n(C)c(=O)n3C)n2CC(O)CO)c1 (configuration not stated)
-0.4	CCCCOC(=O)C1=C(C)NC2(O)c3ccccc3C(=O)C12O (configuration not stated)
-3.8	COc1cccc(OC)c1C(=O)n1nc(C)cc1C
0.6	COCCCNC(=O)C(=O)NCc1cccnc1
6.5	COc1ccccc1Nc1cc(C(=O)NC2CCCC2)c2ccccc2n1
1.6	CCCCn1nnnc1SCC(=O)Nc1ccc(F)cc1
0.0&-2.5	COC(=O)C1CCC(C)(C(=O)Nc2ccccc2)C1(C)C (configuration not stated)
-15.2	COc1cc(C=C2N=C(SC)SC2=O)ccc1OCc1ccccc1
5.1	Cc1ccc(-n2nc3cc(C)c(NC(=O)COc4ccccc4)cc3n2)cc1
-4.7	CCOC(=O)c1ccc(NS(=O)(=O)c2ccc3c(c2)CCCN3C(C)=O)cc1
0.2	NC(=O)c1c(N=c2oc3ccccc3cc2-c2nc3ccccc3[nH]2)sc2c1CCCC2
-9.0	Cc1ccc(NC(=O)c2c(NC(=O)c3cccnc3)sc3c2CCC(C(C)(C)C)C3)c(C)c1 (configuration not stated)
-6.9	CCCc1cc(=O)n2[nH]c(NCc3c(F)cccc3Cl)nc2n1
-0.5&-2.4	c1ccc2c(Oc3ccc4c(c3)OCO4)nncc2c1
-6.3	Cc1ccccc1OCCn1cnc2c(N)ncnc21
-4.3	CC(=O)c1cccc(-n2nnnc2SCC(=O)Nc2ccccc2N2CCCCC2)c1
-1.8	C=CCN(CC=C)S(=O)(=O)c1ccc(C(=O)N2CC(C)CC(C)C2)cc1 (configuration not stated)
1.4	CC1CCCN(c2ccc(C(=O)NC3CCCC3)cc2[N+](=O)[O-])C1 (configuration not stated)
-8.2	Cc1ccc(S(=O)(=O)C2(C(=O)NCCc3ccccc3)CC2)cc1
3.5	O=C(NCc1ccccc1)C1CCC(Cn2c(=S)[nH]c3ccccc3c2=O)CC1 (configuration not stated)
-6.4	COc1ccc(CCC(O)C2(O)CCCCC2)cc1 (configuration not stated)
2.3	Cc1ccc(NC(=O)c2ccc(OC(=S)N3CCC(C)CC3)cc2)cc1
-0.9	CCn1c(=NC(=O)c2ccc(S(=O)(=O)N(C)C)cc2)sc2ccccc21
-6.5	COc1ccc(OC)c(NC(=O)CCNS(=O)(=O)c2cccc3nonc23)c1
-0.4	CCCNC(=O)N1CCN(S(=O)(=O)c2ccc(C)cc2)CC1
-6.9	COc1ccc2nc(N3CCCC3)c(C#N)cc2c1
-14.6	Nc1c(C(=O)NCc2ccccc2)sc2nc3c(c(-c4ccccc4Cl)c12)CCC3
-0.5&-3.7	CCCOc1ccc2oc(=O)c3c(c2c1)CCCN3C(=O)CN1CCc2ccccc2C1
-11.0	CS(=O)(=O)c1ccc2nc(NC(=O)c3coc4ccccc4c3=O)sc2c1
-2.2	O=C(O)C1CCCN(S(=O)(=O)c2cnc[nH]2)C1 (configuration not stated)
-0.4	Cc1oc2cc3c(C(=O)N4CCCCC4)c(C)oc3cc2c1C(=O)N1CCCCC1
-11.8	CCSc1nnc2c(n1)OC(c1cccs1)Nc1ccccc1-2 (configuration not stated)
-22.0	COC(=O)C1=C(C)NC(C)=C(C(=O)OC)C1c1cn(-c2ccccc2)nc1-c1ccc(S(=O)(=O)N2CCOCC2)cc1
-1.4	CCOC(=O)c1sc(NC(=O)CC)c(C(=O)OCC)c1C
-5.9	CCC(=O)N1CCc2cc(Br)cc(S(=O)(=O)N3CCOCC3)c21
-2.7	CCCc1oc2cc(OCC(=O)OC)c(CC)cc2c(=O)c1-c1ccc2c(c1)OCCCO2
-2.1&-1.4	COc1ccc(S(=O)(=O)Nc2cc(C)on2)cc1OC
2.3	CC1(C)CC(C(CC#N)Cc2ccccc2)CCO1 (configuration not stated)
3.1	CCOCCCN(C(=O)Nc1ccc(CC)cc1)C1CCN(C(C)=O)CC1

Part of the list above in order of formula weight, falling:
14-3-3 PPI	compound
-14.6	Nc1c(C(=O)NCc2ccccc2)sc2nc3c(c(-c4ccccc4Cl)c12)CCC3
-0.4	Cc1oc2cc3c(C(=O)N4CCCCC4)c(C)oc3cc2c1C(=O)N1CCCCC1
-11.0	CS(=O)(=O)c1ccc2nc(NC(=O)c3coc4ccccc4c3=O)sc2c1
-0.4	CCCNC(=O)N1CCN(S(=O)(=O)c2ccc(C)cc2)CC1
-6.4	COc1ccc(CCC(O)C2(O)CCCCC2)cc1 (configuration not stated)

Additional structures
14-3-3 PPI	compound
-0.4	COc1ccccc1CN1CCN(Cc2ccc3c(c2)OCO3)CC1
-1.4	CCCCOc1ccc(C2C(N3C(=O)c4ccccc4C3=O)C(=O)N2c2ccc(Cl)cc2)cc1 (configuration not stated)
-6.2	CC(=O)N(C(C)=O)c1ccc(-c2ccco2)cc1
-0.9	CCCCn1c(C(C)NC(=O)CC)nc2ccccc21 (configuration not stated)
-3.4	COc1cc(C2C(C(=O)OC3CCCCC3)=C(C)NC3=C2C(=O)CC(c2ccccc2)C3)cc(Br)c1O (configuration not stated)
-7.9	CCOC(=O)Nc1cccc(OCC(=O)Nc2ccc(OC)cc2OC)c1
-0.5	O=S(=O)(c1ccccc1)N1CCN(c2nnnn2-c2ccccc2)CC1
-2.6	CCOC(=O)C(C(C)C)N(Cc1cccc(C)c1)S(=O)(=O)c1ccc([N+](=O)[O-])cc1 (configuration not stated)
-1.8	CC(=O)N1CCc2cc(S(=O)(=O)NCCC(=O)Nc3ccc(Br)cc3)ccc21
